D1 antag = antagonists of human D1 dopamine receptor; HEK293 TREx D1 cells, calcium flux, dopamine EC80; stronger effect = lower value; P21728; actives 3.2% (n = 360,000); activity change, negative = inhibition, % at 10 µM; in the data active = activity change below about -30%; note: % is set by controls: 0 for no effect and ±100 for the full control effect
Target sequence (P21728 whole entry, looked up): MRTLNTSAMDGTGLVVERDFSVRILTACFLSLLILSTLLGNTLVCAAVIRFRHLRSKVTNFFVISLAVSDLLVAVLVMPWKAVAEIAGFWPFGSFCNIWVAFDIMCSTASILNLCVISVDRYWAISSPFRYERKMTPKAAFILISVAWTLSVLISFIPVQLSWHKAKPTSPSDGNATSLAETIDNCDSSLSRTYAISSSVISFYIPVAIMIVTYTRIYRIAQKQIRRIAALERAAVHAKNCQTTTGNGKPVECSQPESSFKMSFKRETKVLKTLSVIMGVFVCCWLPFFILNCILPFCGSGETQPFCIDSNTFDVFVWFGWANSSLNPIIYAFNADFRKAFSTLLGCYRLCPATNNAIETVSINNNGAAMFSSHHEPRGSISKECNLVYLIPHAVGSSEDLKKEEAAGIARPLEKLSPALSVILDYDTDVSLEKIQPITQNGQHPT
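Tetracycline-induced HEK293 T-REx cells with force-coupled D1 receptor were loaded with a no-wash calcium dye. Compound was added after a 10 s baseline and read kinetically for 180 s; EC80 dopamine was then added and calcium flux followed another 180 s.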
D1 potentiator = enhances dopamine response at the human D1 receptor; P21728; HEK293 TREx D1 cells, calcium flux, dopamine EC20 potentiation; potentiation, % at 10 µM; actives 0.036% (n = 360,000); AID 504651; in the data active = potentiation above about 30%; note: 0% is about no effect
D2 PAM = positively modulates the human D2 dopamine receptor allosterically | AID 485347 | HEK293 T-REx D2, calcium flux, EC20 dopamine potentiation | potentiation, % at 10 µM | P14416 | actives 0.34% (n = 340,000);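 active = potentiation over 3 SD above the plate norm, cut at about 30% in these data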; note: 0% is about no effect
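Tetracycline-induced HEK293 T-REx cells force-coupled to calcium signalling expressed D2; compounds were pin-added after a 10 s baseline, read kinetically 180 s, then an EC20 dopamine challenge followed with a further 180 s calcium read.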
D1 agonist = human D1 receptor agonism; actives 1% (n = 360,000); P21728; HEK293 T-REx D1 cells, calcium flux, agonist mode; AID 504660; activation, % at 2 µM; in the data active = activation above about 30%; note: 0% is about no effect
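Inducible HEK293 T-REx D1 cells, force-coupled to calcium signalling, were plated at 4000 cells/well with tetracycline and held overnight at 30 C. After no-wash calcium dye loading, compound-evoked calcium rise over 180 s flagged agonists.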
D2 ag = D2 dopamine receptor (human) agonism; HEK293 T-REx D2 cells, calcium flux agonist mode; activation, % at 2 µM; actives 0.53% (n = 340,000); AID 485358;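 active = activation over 3 SD above normal in the single-dose calcium agonist read, cut at about 30% in these data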; note: 0% is about no effect
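Agonism scored from kinetic calcium signal (1 read/sec, 180 s) following compound pin transfer, after a 10 s baseline. Cells: HEK293 Trex line expressing inducible D2 receptor coupled to calcium, dye-loaded after overnight culture at 30 C.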
TRHR PAM = allosteric enhancers of human TRH receptor; enhancement, % at 2 µM; P34981; AID 493056; TRHR cells, fluo-8 calcium fluorescence, EC20 TRH enhancement; actives 0.66% (n = 360,000); in the data active = enhancement above about 30%; note: 0% is about no effect
Target sequence (P34981 whole entry, looked up): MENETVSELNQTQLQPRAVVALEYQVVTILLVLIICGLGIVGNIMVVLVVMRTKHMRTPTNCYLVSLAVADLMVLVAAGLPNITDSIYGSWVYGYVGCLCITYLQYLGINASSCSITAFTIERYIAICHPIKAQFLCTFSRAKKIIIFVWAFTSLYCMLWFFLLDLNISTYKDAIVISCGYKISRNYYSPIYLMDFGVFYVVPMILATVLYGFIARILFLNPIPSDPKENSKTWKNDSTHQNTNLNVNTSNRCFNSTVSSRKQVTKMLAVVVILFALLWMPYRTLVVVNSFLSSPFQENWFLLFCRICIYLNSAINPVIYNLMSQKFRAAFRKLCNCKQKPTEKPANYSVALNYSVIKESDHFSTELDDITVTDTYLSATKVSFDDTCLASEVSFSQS
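Enhancer read-out: after compound pinning and an initial kinetic agonist-mode read, an EC20 of TRH (10 nM final) was injected and fluo-8 calcium signal (Ex 480/Em 530) followed at 1 s/cycle for 100 cycles in TRHR-expressing cells.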
RXFP1 agonist = RXFP1 (human) receptor agonism; Q9HBX9; HEK293T-RXFP1 cAMP TR-FRET, 30 min; response scale: percent of porcine relaxin response, buffer zero; Potency, µM (highest dose often 57.5 µM), for the others: at the top dose activation, hits mostly activators; actives 0.3% (n = 370,000); active = well fitted activation curve with a large enough effect; note: potency is the fitted concentration of half-maximal effect; % is set by controls: 0 for no effect and ±100 for the full control effect; nearly all actives have a fitted effect of over 60% in size; many of its hits are not listed in these tables
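cAMP rise read by TR-FRET after 30 min, 37C compound exposure (up to 58 uM) in RXFP1-transfected HEK293 cells with Ro 20174 present. EC50 from Hill-equation fits, with 29 nM porcine relaxin as 100% and buffer as basal.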
RXFP1 antag = blocks the human relaxin receptor RXFP1 | HEK293-RXFP1, relaxin-stimulated cAMP HTRF, 30 min; stronger effect = lower value | activity change, negative = inhibition, % at 57.5 µM | actives 0.59% (n = 350,000);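 active = activity change of -60% or lower, but not beyond a set lower limit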; note: % is set by controls: 0 for no effect and ±100 for the full control effect
D2 antagonist = antagonizes the human D2 dopamine receptor; P14416; actives 2% (n = 340,000); inhibition, % at 10 µM; AID 485344; HEK293 TREx D2 cells, calcium flux, dopamine EC80; in the data active = inhibition above about 30%; note: 0% is about no effect
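Measurement of antagonist activity uses fluorescent calcium dye in inducible HEK293 T-REx D2 cells: 10 s baseline, compound addition with 180 s read, EC80 dopamine addition with a further 180 s read.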
* hit, by the source's call; . = no result given. This is a subset; count on the stated rates, not on these rows.

smiles,D2 ag,RXFP1 antag,RXFP1 agonist,D1 agonist,D2 antagonist,D1 antag,TRHR PAM,D1 potentiator,D2 PAM
Cc1cc(NC(=O)CCNS(=O)(=O)c2cccc3nsnc23)ccc1Br,-0.9,.,-2.2%,12,.,-17,6,1,22
O=C(CN(C(=O)CCC(=O)Nc1nccs1)c1ccc(F)cc1)NCc1ccco1,-0.1,14,0.0%,2,1,3,-4,2,9
CCc1nc(N)c(C#N)c(-c2cccc3ccccc23)c1C,0.3,2,24%,-1,-20,1,-3,-2,8
O=C1NC(c2ccccc2)=CC(c2ccccc2)N1 (configuration not stated),0.6,-9,0.4%,-3,8,13,2,-1,6
O=C1COc2ccc(C(=O)COC(=O)/C=C/c3ccc(Br)o3)cc2N1,0.0,-5,0.2%,2,-12,-21,4,-4,6
COc1ccc(C(=O)C2CCN(C(=O)c3ccc(OC)cc3)CC2)cc1,0.0,11,-0.9%,9,-1,-8,1,-4,10
Cc1ccc(S(=O)(=O)N2CCCCC2)cc1NC(=O)c1ccc2c(c1)OCO2,-0.4,1,-0.3%,4,-7,1,-9,-5,4
Cc1ccc(S(=O)(=O)N(C)C)cc1NC(=O)c1cc(S(=O)(=O)N2CCCCC2)ccc1N1CCOCC1,-0.6,-4,-0.3%,4,6,-11,-11,-1,-6
O=C(Nc1ccc(N2CCOCC2)c(Cl)c1)c1cc2ccccc2o1,.,-27,0.0%,0,.,-11,2,-2,.
COc1ccc(NC(=O)c2ccc(F)cc2)cc1S(=O)(=O)Nc1cc(C)ccc1Br,-0.4,-14,1.9%,3,3,-16,-3,0,-9
CCOc1ccc(NC(=O)CSc2nnc(NC(=O)C3CC3)s2)cc1,3.4,5,3.4%,-1,2,-5,-1,-2,.
N[C@@H](Cc1ccccc1)C(=O)N1CCC(C(=O)NCC(=O)Nc2ccc(F)cc2)CC1,.,-3,0.5%,3,.,2,1,-1,.
O=C(O)c1ccc(N2C(=O)c3ccc(C(=O)c4cccc([N+](=O)[O-])c4)cc3C2=O)cc1,0.1,3,5.3%,4,10,-8,-4,0,-4
CC(=O)Oc1ccc(C2C3=C(CC(C)(C)CC3=O)Nc3cc4c(cc32)OCCO4)cc1 (configuration not stated),-0.3,27,14%,1,6,-3,1,-3,-5
O=C(CSc1ncccn1)N1CCN(C(=O)CSc2ncccn2)CC1,1.2,3,3.8%,0,-9,-2,5,-7,1
CC(C)(O)C#Cc1ccc(CN2CCCC(CNC(=O)c3ccco3)C2)cc1 (configuration not stated),-2.1,2,-3.6%,3,-30,-1,-3,0,4
Cc1ccc(NC(=S)c2ccccc2)cc1,14,-4,1.4%,-1,18,-18,-4,-2,-5
O=C(CSc1ccc(F)cc1)NCCc1ccc(Cl)cc1,-1.0,-16,4.5%,0,-1,2,-23,-6,-13
O=C1CCCCN1CCCC(=O)N1CCCC(Nc2ccc(F)c(F)c2)C1 (configuration not stated),0.2,-11,-0.8%,0,22,-2,27,11,18
COc1ccc(CNC(=O)COC(=O)c2ccc(C)c(S(=O)(=O)N3CCOCC3)c2)cc1OC,.,7,1.8%,8,.,13,5,.,.

(more compounds)
smiles,D2 ag,RXFP1 antag,RXFP1 agonist,D1 agonist,D2 antagonist,D1 antag,TRHR PAM,D1 potentiator,D2 PAM
CCC(C)(C)NC(=O)CN(C(=O)c1snc(C(N)=O)c1N)c1ccc2c(c1)OCCO2,.,-9,1.6%,1,.,8,2,-8,7
COc1ccc(-c2ccnc(SCC(=O)Nc3ccccn3)n2)cc1,-0.3,-15,2.5%,0,-2,16,-8,-4,8
COC(=O)C1=C(C)NC(C)=C(C(=O)OC)C1C(=O)OCc1nc2cc(C(=O)OC)ccc2c(=O)[nH]1,-0.3,-14,1.8%,1,3,3,12,-3,1
Cc1coc2cc3oc(=O)c(CC(=O)N(C)CC(=O)O)c(C)c3cc12,-1.3,4,2.4%,4,-1,-8,-1,-7,3
CC(=O)c1ccc(NC(=O)c2ccc(-c3nc(CSc4ccccc4)c(C)o3)cc2)cc1,0.4,-23,0.7%,1,.,14,-1,-1,1
COc1cc(/C=N/NC(=O)c2cccs2)ccc1OCc1ccccc1,.,-5,1.1%,5,.,15,10,-3,-13
CC1Cc2nc(SCC(=O)Nc3ccc4c(c3)OCCO4)n(C)c(=O)c2S1 (configuration not stated),-0.7,11,-0.3%,3,-4,-9,0,-1,9
CCn1c(SCc2ccc(Cl)cc2Cl)nc2nc3c(cc2c1=O)CCCC3,-0.6,1,11%,1,4,-43*,-5,1,-4
COc1cccc(-c2nc(CS(=O)(=O)CC(=O)NC3CCCC3)c(C)o2)c1,0.6,-1,-2.3%,6,-10,-12,3,-5,-11
CCCCCc1ccc(-c2ccc(C(=O)O)cc2)nc1,0.5,-6,-0.8%,0,6,7,-1,-4,-12
COc1ccc(-c2coc3cc(O)ccc3c2=O)cc1O,0.3,.,2.2%,11,-6,18,-2,-2,0
O=C(c1ccc2c(c1)OCCO2)C1CCN(C(=O)Nc2ccc(F)cc2)CC1,-0.3,-20,0.0%,12,-8,-6,3,-5,1
COc1ccc(OC)c(N/C(=N\c2nc(C)cc(C)n2)NC(=O)c2ccco2)c1,-0.3,.,2.5%,2,15,-10,-5,1,-3
Cc1cc(C)cc(N(C(=O)c2csnn2)C(C(=O)NC(C)(C)C)c2cccs2)c1 (configuration not stated),0.1,13,1.7%,3,2,1,3,-2,16
Cc1cc(NC(=O)COC(=O)c2oc3c(Cl)cccc3c2C)no1,3.2,.,0.8%,1,-4,-4,0,-1,-17
CCN(CC(O)CON=C1c2ccccc2-c2ccccc21)S(=O)(=O)c1ccc(Cl)cc1 (configuration not stated),1.8,-1,2.9%,7,12,-7,-3,-4,2
CCOC(Cn1c(-c2ccc(OC)cc2)nc2ccccc21)OCC,-0.9,1,1.7%,-2,-11,-7,3,-1,-8
CN(C)Cc1nnnn1-c1cccc(-n2nnnc2CN(C)C)c1,0.7,-12,1.1%,3,0,-1,2,-4,-6
Cc1cc(OCC(=O)NC2CC(C)(C)NC(C)(C)C2)c2c(C)cc(=O)oc2c1,0.8,2,-1.1%,2,21,6,6,0,-6
CN1C(=O)c2ccc(N(C)C)cc2C1=O,.,-5,-0.1%,2,.,-3,9,-6,.

7 entries from above, set out differently:
Results follow in this order: D2 ag	RXFP1 antag	RXFP1 agonist	D1 agonist	D2 antagonist	D1 antag	TRHR PAM	D1 potentiator	D2 PAM
- N[C@@H](Cc1ccccc1)C(=O)N1CCC(C(=O)NCC(=O)Nc2ccc(F)cc2)CC1
  .	-3	0.5%	3	.	2	1	-1	.
- O=C(O)c1ccc(N2C(=O)c3ccc(C(=O)c4cccc([N+](=O)[O-])c4)cc3C2=O)cc1
  0.1	3	5.3%	4	10	-8	-4	0	-4
- CC(=O)Oc1ccc(C2C3=C(CC(C)(C)CC3=O)Nc3cc4c(cc32)OCCO4)cc1 (configuration not stated)
  -0.3	27	14%	1	6	-3	1	-3	-5
- O=C(CSc1ncccn1)N1CCN(C(=O)CSc2ncccn2)CC1
  1.2	3	3.8%	0	-9	-2	5	-7	1
- CC(C)(O)C#Cc1ccc(CN2CCCC(CNC(=O)c3ccco3)C2)cc1 (configuration not stated)
  -2.1	2	-3.6%	3	-30	-1	-3	0	4
- Cc1ccc(NC(=S)c2ccccc2)cc1
  14	-4	1.4%	-1	18	-18	-4	-2	-5
- O=C(CSc1ccc(F)cc1)NCCc1ccc(Cl)cc1
  -1.0	-16	4.5%	0	-1	2	-23	-6	-13

The listing continues.
smiles,D2 ag,RXFP1 antag,RXFP1 agonist,D1 agonist,D2 antagonist,D1 antag,TRHR PAM,D1 potentiator,D2 PAM
COc1ccc(OC)c(NC(=O)Nc2c(C)n(C)n(-c3ccccc3)c2=O)c1,5.0,-2,0.6%,2,.,-5,-6,1,-8
Cc1ccc(C(=O)c2ccccc2C(=O)OCC(=O)Nc2cccc([N+](=O)[O-])c2)cc1,0.1,.,1.2%,2,-7,-11,9,-9,2
COc1ccc(Nc2nc(-c3cccs3)nc3ccccc23)cc1,0.3,-27,3.7%,4,-6,-6,0,1,2
O=C(Cn1cnc2c(oc3nc4c(cc32)CCCC4)c1=O)Nc1ccccc1,.,-4,16%,3,.,-23,2,-1,-1
Cc1ccc(S(=O)(=O)N2c3ccccc3CC2C)cc1 (configuration not stated),0.4,-36,-0.5%,3,1,2,-3,-3,-6
C=COCCNC(=O)C1CC(=O)N(c2ccc(C)cc2)C1 (configuration not stated),.,27,0.4%,2,.,-5,0,-9,.
CC(C)CSc1nsc(N)n1,0.3,0,-1.3%,3,-7,-1,-3,0,-5
CCC(c1nnc(SCC(=O)Nc2ccc(C(=O)N(C)C)cc2)n1Cc1ccccc1)N(C)C (configuration not stated),-0.2,-1,0.7%,3,0,5,6,12,-10
CCc1ccccc1NC(=O)[C@@H](c1ccccc1)N1Cc2ccccc2C1=O,-0.2,.,-0.1%,0,.,-1,0,4,-2
CC(C)CC1(C)N=C(c2ccccc2)C(=S)N1 (configuration not stated),15,1,1.0%,2,20,-40*,-4,-9,-7
CC(C)Oc1ccc(C(=O)Nc2cccc3cccnc23)cc1,1.1,1,1.3%,7,1,2,-26,3,-8
NC(=O)c1ccsc1NC(=O)CS(=O)(=O)c1ccc(F)cc1,0.0,-10,-2.0%,3,-16,-8,-13,-4,2
Cc1cc(=O)c2c([nH]1)c(C)cc1[nH]c(C)c(C)c12,0.0,4,6.9%,1,10,19,7,0,-7
O=C(CN(C(=O)CNS(=O)(=O)c1ccc(F)cc1)c1ccccc1F)NCc1ccco1,0.6,14,-1.7%,0,16,-2,-4,-1,-1
N#CC1=C(N)C(C#N)(C#N)C(c2cccnc2)C2CCCC=C12 (configuration not stated),0.2,.,2.5%,4,-1,-30*,0,-3,14
OC(COc1ccccc1F)CN1CCC(Cc2ccccc2)CC1 (configuration not stated),0.0,1,2.8%,16,65*,-42*,-5,-18,-10
COc1ccccc1CC(=O)Nc1ccccc1O,0.1,24,-0.7%,2,-9,-3,-4,2,-4
O=C(Nc1cc(Cl)cc(Cl)c1)c1ccno1,1.2,-2,-0.5%,16,0,13,-16,6,0
O=c1[nH]c(N2CCOCC2)nc2ccccc12,1.8,7,-0.6%,3,-6,-7,18,0,0
CCC1c2ccc(C)n2CCN1C(=O)Nc1ccccc1C(=O)OC (configuration not stated),0.3,-9,2.6%,0,3,-1,-1,-5,10
Cc1ccsc1CN(C(=O)c1oc2ccccc2c1C)C1CCS(=O)(=O)C1 (configuration not stated),1.4,-25,-0.3%,2,.,15,-7,0,12
O=C(Cc1nnc(NC(=O)Nc2ccc(Cl)cc2)s1)NCc1ccccc1,0.7,.,-0.7%,5,11,8,-3,3,4
